# GCN5L2 inh: inhibitors of human GCN5L2 histone acetyltransferase | Q92830 | GCN5L2 HAT assay, ThioGlo1 CoA-SH fluorescence | Potency, µM (top dose mostly 58.9 µM), inactives show top-dose activity change, negative = inhibition, actives largely listed as inhibitors | 390,000 compounds, 0.21% hits | AID 504327
# Target sequence (Q92830 whole entry, looked up): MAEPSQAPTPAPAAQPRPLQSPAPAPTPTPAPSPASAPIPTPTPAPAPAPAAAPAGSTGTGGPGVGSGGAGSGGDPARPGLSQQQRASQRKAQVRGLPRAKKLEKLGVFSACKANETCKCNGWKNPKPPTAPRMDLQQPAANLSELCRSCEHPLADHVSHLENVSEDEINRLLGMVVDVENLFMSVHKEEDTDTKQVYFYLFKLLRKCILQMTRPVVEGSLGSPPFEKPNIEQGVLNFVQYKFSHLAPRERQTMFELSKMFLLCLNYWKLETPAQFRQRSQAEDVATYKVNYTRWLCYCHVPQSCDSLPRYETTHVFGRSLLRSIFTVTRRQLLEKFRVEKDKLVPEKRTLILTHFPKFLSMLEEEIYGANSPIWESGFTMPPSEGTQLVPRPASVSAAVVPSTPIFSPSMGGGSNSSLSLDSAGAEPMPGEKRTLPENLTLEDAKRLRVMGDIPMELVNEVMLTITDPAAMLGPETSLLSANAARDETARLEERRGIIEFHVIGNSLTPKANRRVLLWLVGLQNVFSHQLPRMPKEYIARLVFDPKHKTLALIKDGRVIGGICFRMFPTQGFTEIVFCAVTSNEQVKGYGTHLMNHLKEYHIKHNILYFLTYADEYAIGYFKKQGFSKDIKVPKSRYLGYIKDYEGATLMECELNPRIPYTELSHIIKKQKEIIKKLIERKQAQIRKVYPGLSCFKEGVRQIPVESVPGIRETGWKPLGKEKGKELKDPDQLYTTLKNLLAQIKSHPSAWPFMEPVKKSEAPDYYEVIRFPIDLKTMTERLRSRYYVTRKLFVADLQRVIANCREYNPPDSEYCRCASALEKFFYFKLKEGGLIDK
#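 qHTS, 1536-well. 20nM enzyme, pH 7.5 HEPES/EDTA/Tween-20 buffer; 15 min compound preinc., RT. Start: 75uM H3(1-25), 70uM AcCoA, 50uM ThioGlo1. Read Ex340/Em540 at t=0 (autofluorescence flag) and t=20 min.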
# DT40 TDP1 no CPT: qHTS for Inhibitors of human tyrosyl-DNA phosphodiesterase 1 (TDP1): qHTS in cells in absence of CPT; DT40 Tdp1-/- hTDP1 cells, no CPT, ATP luminescence, 48 h; AID 686978, 2013; Potency, µM (doses to about 46.2 µM), for the others: top-dose activity change, negative = growth inhibition, most hits filed as inhibitors; 420,000 compounds, 15% hits; also: nearly all actives have a fitted effect of over 55% in size
#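 DT40 Tdp1-/-;hTDP1 cells, no CPT (DMSO vehicle only), 400 cells/well; compounds pin-transferred; ≥48 hr, 37 °C; CellTiter-Glo 30 min RT dark, luminescence read.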
# TDP1 block: TDP1 (human) enzyme inhibition. 350,000 compounds, 0.28% hits. Q9NUW8. recombinant TDP1, AlphaScreen DNA substrate cleavage. AID 485290. Potency, µM (doses to about 130 µM), without a hit: at the highest dose activity change, negative = inhibition, hits mostly inhibitors; also: nearly all actives have a fitted effect of over 40% in size
#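 Enzyme-compound mixtures sat 15 min at room temperature, followed by a 5 min reaction with 15 nM final substrate and 10 min with AlphaScreen beads. Recombinant human Tdp1 was used at 1 nM final.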
# Numbers without * were called inactive; ? = inconclusive; nt = not tested or not shown; & = joins results of further samples; ! = a repeat was not active; [ ] = dose if it differs, or a comment. Calls follow the shape of the dose curve; as a rule, active = well fitted curve in the direction sought with a large enough effect; inconclusive = small, poorly fitted or top-dose-only effect, or another doubt; inactive = no such curve, though single readings can be large; an effect the other way counts as inactive or inconclusive. % is scaled to controls: 0 for no effect and ±100 for the full control effect; potency is read from the fitted curve at half-maximal effect. Not all compounds are listed; rates above refer to the full screens.
compound,GCN5L2 inh,DT40 TDP1 no CPT,TDP1 block
O=C(c1ccc2c(c1)OCCO2)N1CCN(Cc2ccccc2)CC1,-1.1%,-14.9%,0.0%
CC(C)C(=O)NC(Nc1ccccc1F)C(Cl)(Cl)Cl (stereo unspecified),-2.6%,?,4.1%
COc1ccc(N2CCN(C(=O)c3c(-c4ccccc4)noc3C)CC2)cc1,-2.5%,?,7.8%
O=C(COc1ccccc1)Nc1c2c(nn1-c1ccccc1)CS(=O)(=O)C2,-20.0%,24.9%,2.6%
NS(=O)(=O)c1cccc(NS(=O)(=O)c2ccc(/C=C/C(=O)OCC(=O)c3ccccc3)cc2)c1,-9.8%,-23.2%,2.7%
Cc1cc2oc(C(=O)Nc3sc4c(c3C(=O)NCC3CCCO3)CCCC4)cc(=O)c2cc1C (stereo unspecified),-8.1%,-3.1%,6.1%
CN(C)CCN(C(=O)c1ccc(N2C(=O)CCC2=O)cc1)c1nc2cc3c(cc2s1)OCCO3,-19.3%,nt,5.0%
COc1ccc(C2OCC3(CO2)SC(=O)NC3=O)cc1OC (stereo unspecified),-8.3%,-6.0%,2.6%
CC(C)[C@H](NC(=O)C1CCCC1)c1nc2ccccc2[nH]1,-5.9%,?,6.5%
N/C(=N\OC(=O)Oc1ccccc1)c1ccc(Cl)cc1,1.7%,-2.4%,1.5%
CC(C)OCCCNC(=O)COc1ccc2oc3c(c2c1)CCCC3,-3.4%,?,5.8%
O=C(c1cc(-c2ccccc2O)on1)N1CCCC1,-3.9%,-3.4%,-1.2%
CN(C(=O)CSc1nnc(COc2ccccc2)o1)c1ccccc1,-7.2%,-13.8%,0.0%
CN(c1ccccc1)S(=O)(=O)c1cccc(NC(=O)CCNC(=O)c2ccc(Cl)cc2)c1,-1.6%,?,-14.1%[56.1 µM]
Cc1ccc(S(=O)(=O)N(C)C)cc1NC(=O)c1sccc1Cl,0.6%,-28.7%,5.7%
CCOC(=O)c1cnc2c(c(C)nn2-c2ccc(C)cc2)c1Cl,-4.6%,-8.6%,nt
CCCn1c(C(C)Nc2nc(-c3ccc(C)cc3)cs2)nc2cc(Cl)c(N3CCCCC3)cc21 (stereo unspecified),-8.6%,?,nt
Cc1cc(C)n(Cc2ccc(NC(=O)c3c([N+](=O)[O-])c(C)nn3C)cc2)n1,-10.6%,-16.4%,5.1%
C#CCOc1c(Cl)cc(/C=N/NC(N)=S)cc1OCC,-6.2%,10.3µM*,2.6%
Cc1cccc(S(=O)(=O)Nc2ccncc2)c1,-3.8%,15.5%,6.0%[0.0935 µM]
O=C(O)CN1C(=O)/C(=C2\SC(=S)N(C(Cc3ccccc3)C(=O)O)C2=O)c2ccccc21 (stereo unspecified),-2.5%,-6.3%,5.1%
O=C(Cn1cnc2c(nnn2Cc2ccc(F)cc2)c1=O)Nc1ccccc1,-5.7%,-16.4%,1.3%
C=CCNC(=S)NNC(=O)c1cc(C)nc2ccccc12,-27.0%,-1.4%,5.3%
Cc1cccc(CNC(=O)c2ccccc2NC(=O)C2=CSCCO2)c1,-1.8%,1.5%,2.1%
COc1cccc(NC(=O)CSc2nnc(-c3cccs3)n2C)c1,-28.4%,-23.2%,2.1%
CCOC(=O)c1c(S(=O)(=O)N2CCCC(C(=O)Nc3cccc(C)n3)C2)c(C)n(C)c1C (stereo unspecified),-3.8%&1.1%,?,4.8%&0.5%
N#C/C(=C\c1ccc(-c2ccc(Cl)c(C(=O)O)c2)o1)c1nc2ccccc2[nH]1,-23.7%,-13.3%,nt
CCNC(=O)c1ccccc1-c1nc(-c2ccccc2)no1,1.5%,-5.4%,nt
CCN1C(C)=C(C(=O)OC(C)C)C(c2ccccc2Cl)C(C(=O)O)=C1C(=O)O (stereo unspecified),-1.6%,nt,10.2%
Cc1ccc(-c2nc3ccccc3s2)cc1NC(=O)c1ccc2c(c1)OCO2,-2.5%,?,1.0%

# Four structures out of the list, sorted by number of heavy atoms, rising.
compound,GCN5L2 inh,DT40 TDP1 no CPT,TDP1 block
COc1cccc(NC(=O)CSc2nnc(-c3cccs3)n2C)c1,-28.4%,-23.2%,2.1%
O=C(Cn1cnc2c(nnn2Cc2ccc(F)cc2)c1=O)Nc1ccccc1,-5.7%,-16.4%,1.3%
CCOC(=O)c1c(S(=O)(=O)N2CCCC(C(=O)Nc3cccc(C)n3)C2)c(C)n(C)c1C (stereo unspecified),-3.8%&1.1%,?,4.8%&0.5%
Cc1cc2oc(C(=O)Nc3sc4c(c3C(=O)NCC3CCCO3)CCCC4)cc(=O)c2cc1C (stereo unspecified),-8.1%,-3.1%,6.1%

# Next results
compound,GCN5L2 inh,DT40 TDP1 no CPT,TDP1 block
O=C(Nc1ccc(Cl)cc1)N1CCSC1=NCc1ccccc1,0.7%,-8.5%,nt
O=C(CCCc1nc(-c2ccc(Cl)cc2)no1)NCc1ccco1,-6.3%,11.6µM*,1.2%
Cn1c(=O)n(C)c2cc(CNCc3ccc(C(=O)O)cc3)ccc21,-2.5%,-17.6%,1.9%
CC(C)(C)OC(=O)N1CCC(C(=O)N[C@@H](Cc2c[nH]c3ccccc23)C(=O)O)CC1,20.2%,1.1%,nt
COc1c2ccc(OCC/C(C)=C/C(=O)C=C(C)C)cc2nc2occc12,-16.5%,?,0.8%
CC1(C)Cc2c(c(N3CCOCC3)nc3sc(-c4ccc(C(=O)O)o4)c(N)c23)CO1,?,?,0.0%
C#CCOCCOCCOCCNc1nc(N2CCN(C(=O)[C@H](CCCCN)n3cc(CN)nn3)CC2)nc(N2CCN(C(=O)[C@H](CCC(=O)O)n3cc([C@@H](N)CCSC)nn3)CC2)n1,1.3%,?,-0.2%
COc1ccc(NC(=O)C2C3CCC(O3)C2C(=O)O)c(C)c1 (stereo unspecified),0.5%,-9.7%,nt
Cc1ccc(Cl)cc1NC(=O)c1cnc(N2CCCCC2)c2ccccc12,-9.2%,13µM*,1.1%
c1ccc(-c2cnnc3ccccc23)cc1,-3.7%,?,3.3%
CC(C)CCNc1nc2c(-c3ccccc3)nnn2c2ccccc12,0.8%,?,6.4%
Cc1nnc(SCC(=O)N2CCN(c3ccccc3)CC2)n1-c1ccccc1,-1.8%,-7.2%,2.0%
S=C1c2ccccc2CN1c1ccccc1,-8.3%,-17.6%,-1.3%
COc1ccc2cc(C(c3nnnn3Cc3ccccc3)N3CCCCCC3)c(=O)[nH]c2c1 (stereo unspecified),-2.3%,?,2.9%
Clc1ccc(CNCCCSc2ncccn2)cc1Cl,1.2%,?,nt
Cc1cc2c(cc1S(=O)(=O)NCc1ccc(N(C)C)cc1)OCC(=O)N2,15.3%&-15.5%,-3.5%&-15.8%,3.9%
CCn1nc(C)cc1C(=O)Sc1cccc(Cl)c1,0.0%,4.11µM*,-1.3%
C/C(=N/OCO/N=C(/C)c1ccc(F)cc1)c1ccc(F)cc1,5.4%,-20.3%,-4.1%
CCOc1ccccc1NC(=O)c1nnn(CC(=O)Nc2ccc3c(c2)OCO3)c1N,0.9%,11.1%,-2.9%
Cc1cc(/C=C2/NC(=O)N(Cc3ccccc3F)C2=O)c(C)n1-c1ccccn1,-5.4%,-23.2%,3.8%
CN(CC(=O)Nc1ncn[nH]1)S(=O)(=O)c1cc(Cl)ccc1Cl,-3.0%,2.9%,3.2%
CN(C)c1cccc(C(=O)OCc2cc(=O)oc3cc(O)ccc23)c1,-8.8%,?,nt
COc1cc(OC)cc(-c2nc3nc(C)c(CCC(=O)Nc4ccc(Cl)cc4)c(C)n3n2)c1,-8.6%,-20.1%,6.9%
CCn1c2ccc(F)cc2c2nnc(SCCN3CCCCC3)nc21,-1.4%&-3.9%,16.4µM*!,0.0%
CCN(CC(=O)NCc1cccs1)C(=O)/C=C/c1cc(OC)ccc1OC,?,-2.4%,-1.1%
O=C(c1cccc2c1-c1ccccc1C2)N1CCCCC1,?,?,-11.0%
CN(Cc1ccco1)c1nc(-c2cccc(C#N)c2)nc2ccccc12,-4.0%,?,8.9%[56.1 µM]
CCn1c(SCC(=O)c2c[nH]c3ccccc23)nc2cc(S(=O)(=O)N3CCOCC3)ccc21,-5.2%,20.6µM*,7.0%
COc1ccc(NC(=O)N2CCCn3nc(C)cc32)cc1OC,-16.7%,-3.6%,-2.1%
N#C/C(=N\Nc1ccccc1)C(=N)N1CCOCC1,-5.3%,-12.5%,0.0%
C=CC[C@H](CC(=O)NCCO)C(=O)N[C@H](COC(=O)[C@@H](CC=C)CC(=O)OC(C)(C)C)Cc1ccccc1,-8.3%,?,0.5%
Cc1cc(NC(=O)CCN2CC(C)OC(C)C2)ccc1Br (stereo unspecified),3.8%,-23.9%,6.1%
C=CCOc1c(Cl)cc(CNc2ccc(C)c(Cl)c2)cc1OC,-1.0%,nt,-0.9%
CCCNC(=O)C(Cc1ccccc1C)NC(=O)c1ccc(C#N)cc1 (stereo unspecified),0.7%,-21.9%,0.0%
COc1cc2c3nc4n(c(=O)c3n(CC(=O)NCC3CCCO3)c2cc1OC)CCS4 (stereo unspecified),-9.4%,3.1%,7.3%
CN(Cc1ccco1)c1ccnc(-c2ccccc2C(F)(F)F)n1,-1.6%,?,nt
C/C(=N\Nc1nc(C)cc(C)n1)c1ccc(C)o1,-5.5%,0.2%,7.0%
COc1cc(C(C(=O)NC(C)(C)C)N(Cc2ccc3c(c2)OCO3)C(=O)c2cnccn2)cc(OC)c1OC (stereo unspecified),-2.4%,-6.0%,-2.0%
O=C(CN1CC(c2ccccc2)CC1=O)Nc1ccc2c(c1)OCO2 (stereo unspecified),1.8%,2.2%,-1.3%
Cc1oc(-c2ccc(Cl)cc2)nc1CN1CCCC(C(=O)NCc2ccc(Cl)cc2)C1 (stereo unspecified),-0.6%,?,2.3%
Cc1ccc(C(C)C)c(OC(=O)/C=C/c2ccccc2)c1,-4.7%,-6.7%,-13.7%
N#C/C(=C\c1c(N2CCOCC2)nc2ccccn2c1=O)C(=O)NC1CCS(=O)(=O)C1 (stereo unspecified),-13.7%,-15.6%,6.2%
CSc1ccc(CN2CCCC(CO)(Cc3ccccc3)C2)cc1 (stereo unspecified),-5.1%,?,-10.3%
COc1ccc(C(=O)Nc2ccc3nc(SCc4ccc(C)cc4)sc3c2)cc1,-8.1%,?,-1.6%
CCCCCn1c(SCC(=O)OCC)nc2cc(C(=O)NCc3ccco3)ccc2c1=O,-11.2%,-27.8%,1.0%
CC(=O)Nc1cc(C(=O)N2CCc3ccccc3C2)ccc1Sc1ccc(Cl)cc1,1.4%,?,0.0%
Clc1ncc(Cn2cccn2)s1,-5.2%,14.4%,-2.6%
CCCc1ccc(OC(C)C(=O)Nc2sc3c(c2C(=O)OC)CCCCC3)cc1 (stereo unspecified),-6.4%,?,-8.4%
Cc1ccccc1-c1nnc(SCC(=O)N2CCCC2)o1,-2.2%,-9.2%,8.5%
COC(=O)Cn1cnc2c(nnn2-c2ccc(C)cc2)c1=O,0.7%,-12.5%,5.2%
Cc1ccc(-c2nnc(N3CCOCC3)c3ccccc23)cc1S(=O)(=O)NCC1CCCO1 (stereo unspecified),-2.3%,25.9µM*,0.0%
CC12CCC(C(=O)N(NC(=O)c3ccccc3O)C1=O)C2(C)C (stereo unspecified),-2.2%,18.4µM*,8.1%
O=C(N/C(=C\c1ccc(F)cc1)C(=O)N1CCOCC1)c1ccccc1,0.1%,5.0%,5.9%[0.0935 µM]
C/C(=N\N1CCN(c2ccccc2)CC1)c1ccccc1O,-20.9%,-18.9%,4.5%
Cc1cccc(CNc2ncnc3ccc(-c4cccnc4)cc23)c1,?,18.4µM*,0.0%
Nc1ccc(-c2nc3ncccc3o2)c(Cl)c1,-4.3%,-20.8%,8.1%
Cc1ccc(-n2c([O-])nc(-[n+]3ccccc3)c2C=O)cc1,13.5%,-28.8%,5.2%
CC(=O)Nc1ccc(S(=O)(=O)N2CCNC(=O)C2)cc1,0.8%,10.6%,1.2%
COc1ccc(C2=NOC(C(=O)NCc3ccco3)C2)cc1OC (stereo unspecified),-6.1%,2.59µM*,7.9%
CCOC(=O)c1cc(S(=O)(=O)NCCc2ccc(OC)c(OC)c2)cn1C,-6.3%,-18.3%,1.8%
